# POLB inh = DNA polymerase beta (human) inhibition | P06746 | 340,000 tested, 1.3% active | Potency, µM (titrated, usually from 114 µM), without a hit: at the highest dose activity change, negative = inhibition, hits mostly inhibitors | Pol beta primer extension/strand displacement, fluorescence kinetic; further: potency means the concentration at half of the fitted maximal effect; on the % scale 0 is the no-effect control and ±100 the full control effect
#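 Pol beta (10 nM) and compounds were preincubated 15 min at room temperature, then 50 nM substrate (final) started primer extension/strand displacement. Reads were taken at 0 and 10 min; concentration-response data were fitted to a four-parameter Hill equation.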
# LDHA block = blocks human lactate dehydrogenase A; P00338; purified LDHA, NADH/diaphorase-resazurin fluorescence; stronger effect = lower value; activity change, % (values are at about 110 or 230 µM); 480,000 tested, 0.15% active; AID 1347041; in the data active means activity change below about -30%; inconclusive means mostly about -25% to -30%;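 further: plate controls were DMSO wells for no effect and wells without enzyme for full effect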
#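 Resorufin fluorescence (ex540/em590), read at 0 and 20 min after diaphorase/resazurin addition, reports the NADH left after a 5 min room-temperature reaction of 2 nM human LDH5 with 0.06 mM NADH and 0.2 mM pyruvate.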
# ERG Ets-DNA blk = ERG Ets/DNA interaction inhibition; fluorescence polarization, His-ERG Ets domain / labelled DNA; Potency, µM (highest dose often 76.9 µM), without a hit: at the top dose FP activity, negative = inhibition, hits mostly inhibitors; 370,000 tested, 0.028% active; active means well fitted inhibition curve with a large enough effect in the polarisation, with a control signal flat; inconclusive means small, poorly fitted or top-dose-only effect, or effect the other way, or a change in a side signal; inactive means no such curve, though single readings can be large or run the other way; the % refers to the polarisation;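 further: polarization taken with two DNA probes labelled with fluorescein and Texas red; potency means the concentration at half of the fitted maximal effect; % of control where 0% means no effect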
#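 His-tagged ERG Ets domain (1 uM in the protein solution; 300mM KCl, 50mM Tris-HCl, 1mM EDTA, 1mM DTT, pH 7.5) received compound, then a probe mix of 5 nM fluorescein-DNA and 100nM Texas-615-DNA. Fluorescence polarization was read for both dyes.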
# POLH inh = inhibitors of human DNA polymerase eta; recombinant Pol eta, fluorescent DNA replication assay; 390,000 tested, 1.2% active; AID 588591; Potency, µM (doses to about 114 µM), without a hit: top-dose activity change, negative = inhibition, usual class: inhibitors; Q9Y253; further: potency means the concentration at half of the fitted maximal effect; on the % scale 0 is the no-effect control and ±100 the full control effect
# Target sequence (Q9Y253 whole entry, looked up): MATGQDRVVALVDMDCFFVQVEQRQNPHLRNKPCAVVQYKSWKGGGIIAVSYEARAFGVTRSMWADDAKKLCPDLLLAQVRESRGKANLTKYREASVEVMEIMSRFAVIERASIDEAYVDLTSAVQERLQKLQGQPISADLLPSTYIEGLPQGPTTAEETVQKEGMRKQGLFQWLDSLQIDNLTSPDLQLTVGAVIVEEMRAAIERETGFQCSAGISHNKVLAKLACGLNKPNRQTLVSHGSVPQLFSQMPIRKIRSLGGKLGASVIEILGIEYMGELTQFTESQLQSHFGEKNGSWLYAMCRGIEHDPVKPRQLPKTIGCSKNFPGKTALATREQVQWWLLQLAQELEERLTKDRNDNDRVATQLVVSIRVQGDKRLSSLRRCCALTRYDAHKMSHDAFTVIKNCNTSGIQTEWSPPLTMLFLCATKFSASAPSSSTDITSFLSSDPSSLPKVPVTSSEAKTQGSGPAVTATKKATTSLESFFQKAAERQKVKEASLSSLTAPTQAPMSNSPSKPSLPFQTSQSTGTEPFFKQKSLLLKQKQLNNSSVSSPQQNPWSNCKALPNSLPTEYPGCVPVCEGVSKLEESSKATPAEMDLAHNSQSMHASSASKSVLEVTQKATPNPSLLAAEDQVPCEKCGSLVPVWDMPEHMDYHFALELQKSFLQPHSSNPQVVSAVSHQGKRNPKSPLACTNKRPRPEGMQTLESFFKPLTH
#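 Fluorescent replication assay: 50 nM final substrate added after a 15 min room-temperature compound preincubation with 10 nM enzyme. Signal taken at 0 min and again at 10 min.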
# APE1 inh = APE1 (human) endonuclease inhibition; P27695; recombinant APE1, TAMRA/BHQ-2 abasic DNA cleavage fluorescence; Potency, µM (series often up to 65.8 µM), for the others: at the top dose activity change, negative = inhibition, usual class: inhibitors; 350,000 tested, 0.35% active;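 further: potency means the concentration at half of the fitted maximal effect; plate controls were vehicle for no effect and reference inhibitor for full effect; nearly all actives have a fitted effect of over 55% in size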
#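 Incision of a quenched TAMRA/BHQ-2 THF abasic-site duplex (50 nM) by 0.75 nM APE1, after 15 min compound preincubation, measured as fluorescence increase over three 60 s reads. Values normalized to buffer, DMSO and NSC13755 control wells.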
# Anesthetic bind = binds horse apoferritin like a general anesthetic; P02791; apoferritin/1-aminoanthracene competitive binding, fluorescence; Potency, µM (series often up to 77.5 µM), for the others: at the top dose activity change, negative = displacement, most hits filed as inhibitors; 350,000 tested, 0.074% active; further: potency means the concentration at half of the fitted maximal effect; on the % scale 0 is the no-effect control and ±100 the full control effect; nearly all actives have a fitted effect of over 20% in size
# Target sequence (P02791 2-175 limits assumed): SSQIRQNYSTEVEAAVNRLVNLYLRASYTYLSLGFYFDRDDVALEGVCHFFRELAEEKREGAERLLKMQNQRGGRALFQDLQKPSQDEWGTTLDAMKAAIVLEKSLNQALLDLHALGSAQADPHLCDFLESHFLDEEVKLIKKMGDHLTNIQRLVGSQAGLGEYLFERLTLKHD
#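 Apoferritin-based anesthetic binding model; compound displacement of fluorescent 1-AMA measured as endpoint fluorescence after 10 minutes at room temperature, scaled to free-ligand and complex controls.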
# RGS4 inh = blocks human RGS4-accelerated GTP hydrolysis; P49798; Transcreener GDP fluorescence polarization, RGS4-accelerated GTP hydrolysis; Potency, µM (highest dose often 114 µM), without a hit: top-dose activity change, negative = inhibition, usual class: inhibitors; 390,000 tested, 0.039% active; AID 504845; further: potency means the concentration at half of the fitted maximal effect; on the % scale 0 is the no-effect control and ±100 the full control effect; nearly all actives have a fitted effect of over 75% in size; some results filed as inactive show a strong effect at the top dose
# Target sequence (P49798 whole entry, looked up): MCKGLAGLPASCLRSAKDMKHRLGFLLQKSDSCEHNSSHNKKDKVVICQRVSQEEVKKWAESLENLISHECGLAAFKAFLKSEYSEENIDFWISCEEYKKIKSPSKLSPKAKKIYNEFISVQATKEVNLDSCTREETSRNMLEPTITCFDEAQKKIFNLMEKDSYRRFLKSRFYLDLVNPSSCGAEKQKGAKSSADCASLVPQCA
#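 MLSMR compounds (23 nl, pin-transferred) preincubated 10 min at room temperature with a 500nM (2x) first reagent, then RGS4 at 900nM (2x) plus Transcreener GDP mix added; fluorescence polarization (620/688 nm) read before and after 90 min at 30 °C.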
# 12-LOX inh = ALOX12 (human) lipoxygenase inhibition; purified 12hLO, xylenol orange hydroperoxide absorbance; AID 1671190; Potency, µM (series often up to 108 µM), for inactives: at the highest dose activity change, negative = inhibition, hits mostly inhibitors; 580,000 tested, 1.1% active; further: potency means the concentration at half of the fitted maximal effect; on the % scale 0 is the no-effect control and ±100 the full control effect
#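 Hydroperoxide product was detected by ferrous iron/xylenol orange as the 573 to 405 nm absorbance ratio. Arachidonic acid at 40 uM (final) was turned over for 30 min at room temperature by 150 nM human 12hLO, pH 7.0 Hepes buffer, after 15 min compound preincubation.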
# Pol kappa inh = DNA polymerase kappa (human) inhibition; Potency, µM (series often up to 107 µM), inactives show at the highest dose activity, negative = inhibition, actives largely listed as inhibitors; purified Pol kappa, fluorescent DNA synthesis assay, 10 min; AID 588579; Q9UBT6; 400,000 tested, 0.53% active; further: potency means the concentration at half of the fitted maximal effect; on the % scale 0 is the no-effect control and ±100 the full control effect
#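 Enzyme at 10 nM met test compounds for 15 min at room temperature. Substrate addition (50 nM final) began the reaction, which was monitored by fluorescence at 0 and 10 min.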
# * hit, by the source's call; u = inconclusive; x = not tested or not shown; & = joins results of further samples; [ ] = dose if it differs, or a comment. Unless noted, the call rests on the fitted dose curve; in most records, active means well fitted curve in the direction sought with a large enough effect; inconclusive means small, poorly fitted or top-dose-only effect, or another doubt; inactive means no such curve, though single readings can be large; an effect the other way counts as inactive or inconclusive.
mol	POLB inh	LDHA block	ERG Ets-DNA blk	POLH inh	APE1 inh	Anesthetic bind	RGS4 inh	12-LOX inh	Pol kappa inh
CCCc1nc2oc3c(NCCCN(C)C)ncnc3c2c2c1CCCC2	7%	2	2%	5%	13%	-12%	-3%	-15%	4%
CCCCOc1ccc(CSC2=NCCN2)cc1[N+](=O)[O-]	25%	0	10%	-10%	5%	u	26%	-2%	-9%
Cc1ccc(S(=O)(=O)NCCc2cn3ccsc3n2)c(C)c1	13%	6	-3%	-7%	x	-15%	2%	-1%	-3%[60.1 µM]
CCOc1ccc(CCNc2ncnc3onc(-c4ccc(Cl)cc4)c23)cc1	2%	-6	-3%	-6%	x	u	-4%	-12%	-4%
CCOc1ccc(-c2nnn(CC(=O)c3ccc4c(c3)OCCO4)n2)cc1OCC	-1%	-2	3%	-20%	-8%	u	-28%	4%[57.4 µM]	-1%
CCOc1ccc(CCNC(=O)CCN2N=C(c3ccc(OC)cc3)CCC2=O)cc1OCC	1%	-7	0%	-14%	x	1%	5%	-13%	-16%[60.1 µM]
COc1ccc([N+](=O)[O-])cc1C(=O)NCCOc1ccc(Cl)cc1	-1%	-6	4%	-23%	6%	4%	-3%	u	0%
O=C(CSc1nnc(Cc2ccccc2)n1Cc1ccco1)NC12CC3CC(CC(C3)C1)C2	-28%	0	6%	-13%	-3%	-16%	-10%	13%	6%
CCOc1ccccc1C1C(C(=O)OC)=CN(C)C=C1C(=O)OC	46%	1	3%	-12%	u	898%[activator]	-12%	-25%	-21%
Cc1ccc(C)c(S(=O)(=O)N(C(=O)c2ccncc2)c2ccc(OC(=O)c3ccncc3)cc2)c1	-19%	1	1%	-13%	0%	-20%	0%[56.9 µM]	2%	-12%
Cn1c(=O)oc2cc(S(=O)(=O)NCC3CCCO3)ccc21 (centres undefined)	x	-11	0%	1%	x	x	3%	-25%	-7%
CC(CNC(=O)CC(C)(C)C)NC(=O)CC(C)(C)C (centres undefined)	4%	-3	0%	-4%	2%	2%	-19%	0%	-10%
Cn1c(CC2Sc3ccccc3NC2=O)nnc1SCC(=O)c1ccc(Cl)cc1 (centres undefined)	-20%	-6	8%	5%	-3%	-14%	-44%	u	-3%
CC(C)c1ccc(N2C(=O)/C(=C/N(C)C)SC2=S)cc1	u	-18	-164%	u	28µM*	-18%	-10%	u	u
CCC(=O)NCCc1nc2ccccc2[nH]1	-1%	-4	x	15%	4%	-6%	7%	1%[57.4 µM]	-2%

# The list continues.
mol	POLB inh	LDHA block	ERG Ets-DNA blk	POLH inh	APE1 inh	Anesthetic bind	RGS4 inh	12-LOX inh	Pol kappa inh
CCn1c(CC(=O)Nc2ccc(C)cc2)nnc1SCC(=O)NCc1ccccc1	10%	-2	1%	-10%	3%	-9%	-9%	0%	1%
COc1ccccc1C(CCN(Cc1cccs1)C(C)=O)c1ccco1 (centres undefined)	28µM*	-2	-12%	25µM*	1%	u	u	u	-36%
O=S(=O)(NCc1ccc(F)cc1)c1ccc(-c2cnc(C3CC3)o2)cc1	-21%&-1%	-1&-5	3%&0%	-10%&-4%	18%	-14%&-2%	-14%[56.9 µM]	0%&-28%	3%
COc1ccc(S(=O)(=O)NCCC(=O)NCc2ccccc2)cc1	18%	2	4%	-12%	-6%	-4%	4%	1%	4%
Cc1[nH]nc(N=CC2=C(O)CC(C)(C)CC2=O)c1-c1ccc(Cl)cc1	0%	-6&1	134%&0%[activator]	-11%&-8%	7%	7%	-7%&-3%	14%&-15%	-5%&-2%
Cc1c(NC(=S)NC(NC(=O)C(C)(C)C)C(Cl)(Cl)Cl)c(=O)n(-c2ccccc2)n1C (centres undefined)	15%	-2	10%	-2%	1%	-4%	18%	-15%	0%
CC1=Nc2ccc(C)c3nc(C)cc(c23)N1c1ccc(C)cc1	x	-6	-2%	-6%	x	x	7%[11.4 µM]	u	-13%
COc1cccc2c1O/C(=N\O)C(C(=O)Nc1cccc(C)c1C)C2 (centres undefined)	33%	-4	-7%	-19%	-10%	-15%	-8%	51%[activator]	0%
CCOc1ccc(C(=O)C[n+]2ccccc2C)cc1	13%	-6	7%	-7%	2%	-4%	16%	-3%	-17%
Cc1nc(SCc2ccccc2)c2ccsc2n1	19%	1	-9%	-4%	-9%	-16%	-40%	6%	-2%
O=C(NCC1CCCN1S(=O)(=O)c1cccs1)c1cccc(Cl)c1 (centres undefined)	x	-4	13%	-14%	0%	x	-7%	-1%	-6%
CCCn1c(=O)n(N)c2ccccc21	21%	-5	-7%	-9%	0%	-6%	-39%	-17%	-6%
Cc1cc(C)cc(OC(C)C(=O)Nc2nonc2-c2ccc(Br)cc2)c1 (centres undefined)	0%	1	-3%	x	x	-3%	-2%	-17%	6%
CN(C)C(=O)c1c(-c2ccccc2)oc2ccc(O)cc12	26%	1	x	4%	8%	-6%	-13%	-4%	-7%
Cc1ccc(NC(=O)C2CCN(S(=O)(=O)c3cccc4nsnc34)CC2)cc1F	16%	4	12%	-5%	x	-5%	-17%	-24%	2%

# The results go on:
# Below each compound – POLB inh, LDHA block, ERG Ets-DNA blk, POLH inh, APE1 inh, Anesthetic bind, RGS4 inh, 12-LOX inh, Pol kappa inh
COc1cc2c(cc1OC)C(COc1cc(C)cc(C)c1)N(C(=O)c1ccc(S(=O)(=O)N3CCCC3)cc1)CC2 (centres undefined)
→ 24%, 0, -3%, -11%, x, -3%, 23%, 7%, -8%[60.1 µM]
Cc1c(CNCCC2=CCCCC2)c(C(=O)O)c(C)n1Cc1ccccc1
→ -12%, -3, -8%, -17%, u, -7%, -9%, 6%, 11%
O=c1oc2ccccc2c2c1cnc1ccccc12
→ x, 3, -4%, -12%, -18%, x, -13%, 2%, -5%
CC(C)CC(=O)NC(=S)Nc1ccc(F)cc1F
→ 8%, 2, 12%, -18%, 1%, -8%, -20%, -26%, 4%
CCOC(=O)c1ccc(NC2c3ccccc3C(=O)N2c2ccc(C)cn2)cc1 (centres undefined)
→ 34%, -10, 2%, -11%, 0%, -2%, 16%, 29%, -9%
O=C(Cc1ccccc1)NN1CCCCC1
→ 20%, -12, 19%, 7%, 41%, -8%, 21%, -13%, 0%
CCc1ccc(OCc2nnc(SCC(=O)Nc3cccc(C(=O)N4CCOCC4)c3)o2)cc1
→ 3%, -2, -7%, -14%, 4%, 5%, -13%, 3%, -6%
CCOc1ccc(OCC)c(-c2c(=O)n(OCc3ccc(Cl)cc3)c3ccccc3[n+]2[O-])c1
→ 3%, 3, 4%, -19%, -8%, -22%, 12%, -9%, -12%
CCOc1ccc(NC(=S)N2CCc3cc(OC)c(OC)cc3C2COc2ccc3c(C)cc(=O)oc3c2)cc1 (centres undefined)
→ 12%, -8, 6%, -12%, -1%, -10%, 8%, -29%, -15%
COc1ccc(OCCCn2cc(/C=C3/C(=N)N4C=C(C)SC4=NC3=O)c3ccccc32)cc1
→ 81%, -2, -9%, -23%, -4%, -6%, -34%, 41%, -16%

# Sorted by value in Pol kappa inh (largest number first): five of the compounds above.
SMILES	POLB inh	LDHA block	ERG Ets-DNA blk	POLH inh	Anesthetic bind	RGS4 inh	12-LOX inh	Pol kappa inh
CCn1c(CC(=O)Nc2ccc(C)cc2)nnc1SCC(=O)NCc1ccccc1	10%	-2	1%	-10%	-9%	-9%	0%	1%
CCOc1ccc(-c2nnn(CC(=O)c3ccc4c(c3)OCCO4)n2)cc1OCC	-1%	-2	3%	-20%	u	-28%	4%[57.4 µM]	-1%
Cc1ccc(C)c(S(=O)(=O)N(C(=O)c2ccncc2)c2ccc(OC(=O)c3ccncc3)cc2)c1	-19%	1	1%	-13%	-20%	0%[56.9 µM]	2%	-12%
COc1ccc(OCCCn2cc(/C=C3/C(=N)N4C=C(C)SC4=NC3=O)c3ccccc32)cc1	81%	-2	-9%	-23%	-6%	-34%	41%	-16%
CCOc1ccccc1C1C(C(=O)OC)=CN(C)C=C1C(=O)OC	46%	1	3%	-12%	898%[activator]	-12%	-25%	-21%

# Carrying on.
# Below each compound – POLB inh, LDHA block, ERG Ets-DNA blk, POLH inh, APE1 inh, Anesthetic bind, RGS4 inh, 12-LOX inh, Pol kappa inh
CN1CCN(c2ccc(NC(=O)c3ccc4ccccc4c3)cc2)CC1
→ 5%, -2, -3%, -2%, -12%, -16%, 11%, u, 8%
CCOc1cccc(-c2c(C(=O)N/N=C(\C)c3cccs3)nnn2-c2nonc2N)c1
→ 22%, -2, -6%, -10%, -23%, -20%, 5%, 4%, -7%
COc1ccc(OC)c(NC(=O)Cc2coc3ccc(C)cc23)c1
→ -26%, 1, 4%, -20%, -2%, 4%, -8%, -7%, 7%
CCO/N=C(\C)c1c(O)cc(C(C)C)n(-c2ccccc2)c1=O
→ -3%, 0, -10%, -6%, -1%, -14%, -4%, -6%, -3%
Cc1ccc(N(CC(=O)N(C)Cc2ccccc2)S(C)(=O)=O)cc1C
→ 6%, -11, 8%, 3%, 38%, -7%, 25%, 0%, 2%
CN(C)S(=O)(=O)n1cc(/C=C(\NC(=O)c2ccccc2Cl)C(=O)NCCCn2ccnc2)c2ccccc21
→ 29%&20%, -17&-3, 3%&-4%, -25%&-12%, 3%, -5%&-6%, -15%&-4%, 0%&-22%, -8%&-2%

# Looked up above.
# Cc1ccc(N(CC(=O)N(C)Cc2ccccc2)S(C)(=O)=O)cc1C in POLH inh has 3%
# CN(C)S(=O)(=O)n1cc(/C=C(\NC(=O)c2ccccc2Cl)C(=O)NCCCn2ccnc2)c2ccccc21 in ERG Ets-DNA blk has 3%&-4%

# Not all compounds are listed (hit frequency here may not be typical).
